CASP6 VEID inh = inhibitors of human caspase-6; P55212; purified caspase-6, Z-VEID-R110 cleavage fluorescence; inhibition, % at 12.5 µM; hit rate 0.53% among 350,000;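 active = mean inhibition across replicates at least about 35%, with every replicate also reaching that limit, limit read from the data; inconclusive = only one of the two criteria met; inactive = neither criterion met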;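 also: 0% = median of neutral control wells and 100% = no fluorescence left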
Target sequence (P55212 24-179 limits assumed): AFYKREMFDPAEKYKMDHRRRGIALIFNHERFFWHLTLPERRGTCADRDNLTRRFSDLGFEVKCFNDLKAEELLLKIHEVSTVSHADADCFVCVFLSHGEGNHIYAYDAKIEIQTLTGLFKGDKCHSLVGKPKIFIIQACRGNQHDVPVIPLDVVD
Target sequence (P55212 194-293 limits assumed): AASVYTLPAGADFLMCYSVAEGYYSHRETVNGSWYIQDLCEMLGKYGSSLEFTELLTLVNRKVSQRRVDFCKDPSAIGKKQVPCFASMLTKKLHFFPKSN
C2C12 statin = suppressors of simvastatin-induced myotoxicity in C2C12 myotubes | ATP luminescence, 48 h; scaled: DMSO 0, geranylgeraniol control 100 | rescue of ATP level, % at 7.49 µM | hit rate 0.78% among 330,000 | AID 602340;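 active = mean ATP rescue above about 67%, or every replicate alone reaching that limit, limit read from the data, passing the limit was not always enough; inconclusive = no clear call, values can overlap the other calls; inactive = mean under the limit and some replicate under it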;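 also: myotubes were challenged with 10 µM simvastatin during compound exposure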
LGR2 inh = inhibitors of bursicon-induced Drosophila LGR2 receptor cAMP signaling; HEK293 LGR2, CRE-luciferase, bursicon-stimulated, 4 h; inhibition, % at 9.99 µM; hit rate 0.35% among 380,000; AID 720647;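 active = drop in luminescence signal, shown as inhibition above about 50% in the replicate tests, limit read from the data, passing the limit was not always enough; inconclusive = probably only some replicates passing the limit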;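 also: agonist challenge used bursicon conditioned medium at about half maximal strength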
S100A4 inh HTS = blocks human S100A4 binding to myosin IIA peptide | inhibition, % at 10.7 µM | hit rate 0.14% among 360,000 | P26447 | S100A4/TAMRA-MyoIIA peptide fluorescence polarization | AID 652163;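 active = mean inhibition of at least 70% across replicates, with every replicate also reaching that level; inconclusive = mean inhibition reaches 70% but some replicates fall short; inactive = mean inhibition below 70%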
Target sequence (P26447 whole entry, looked up): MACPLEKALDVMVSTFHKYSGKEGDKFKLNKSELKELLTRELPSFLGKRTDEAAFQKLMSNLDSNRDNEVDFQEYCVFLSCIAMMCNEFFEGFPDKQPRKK
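Test system: S100A4 monomer protein. Medium: HEPES buffer with Ca2+, pH 7.2. Reagent: fluorescent myosin IIA peptide, 5 nM. Compound dosing: single-point compound testing. Timing: 5 min between mix addition and reading. Benchmarks: DMSO neutral and TFP positive wells.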
SIRT5 inh = blocks human SIRT5 desuccinylation of peptide; inhibition, % at 15 µM; hit rate 1.1% among 330,000; Purified SirT5, succinyl-peptide AMC, trypsin-coupled fluorescence; AID 652115; in the data active = inhibition above about 15%; inconclusive = no clear call, values can overlap the other calls
Target sequence (Q9NXA8 whole entry, looked up): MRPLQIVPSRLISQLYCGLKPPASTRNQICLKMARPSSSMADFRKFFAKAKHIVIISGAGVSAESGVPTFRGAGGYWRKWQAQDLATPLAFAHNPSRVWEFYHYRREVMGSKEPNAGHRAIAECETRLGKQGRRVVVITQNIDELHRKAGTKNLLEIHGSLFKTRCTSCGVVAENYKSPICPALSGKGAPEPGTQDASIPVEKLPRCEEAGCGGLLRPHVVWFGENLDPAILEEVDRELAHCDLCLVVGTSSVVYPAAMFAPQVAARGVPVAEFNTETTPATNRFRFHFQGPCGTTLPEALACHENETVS
esBAF inh = inhibitors of esBAF chromatin remodeling in mouse ES cells. Bmi1-luciferase knock-in reporter, 24 h; 100% = twice the neutral-well signal. reporter increase, % at 12.5 µM. hit rate 2% among 350,000; in the data active = activation above about 40%; inconclusive = no clear call, values can overlap the other calls;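 also: 0% = median of the plate's neutral control wells and 100% = double that signal; a rise in the Bmi1 reporter signal indicates esBAF inhibition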
FN deposit inh = fibronectin deposition inhibition | AH1F fibroblasts, Alexa488-fibronectin deposition fluorescence, overnight | inhibition, % at 12.6 µM | hit rate 0.086% among 350,000 | AID 743247;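 active = mean inhibition across replicates of 30% or more, regardless of how many single replicates reach that level; inconclusive = mean under 30% yet at least half of replicates reach 30%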;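 also: positive control wells lacked labelled fibronectin entirely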
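Test system: AH1F fibroblast monolayer depositing Alexa488-labelled fibronectin into matrix. Input: 10000 cells per well. Technique: fluorescence, ex 485 nm, em 525 nm. Buffer or medium: DMEM plus 2% serum, read in PBS. Timing: 1 h cell adhesion before compound, then overnight fibronectin incubation. Compound: single dose, pinned. Read-out basis: inhibition from reduced deposited-fibronectin fluorescence.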
The depositor's hits bear a star; ? = inconclusive; · = no result given. The list is partial; rates above refer to the full screens.

SMILES	CASP6 VEID inh	C2C12 statin	LGR2 inh	S100A4 inh HTS	SIRT5 inh	esBAF inh	FN deposit inh
CCCC#Cc1cnc2c(c1)C(=O)N([C@@H](C)CO)C[C@@H](C)[C@H](CN(C)C(=O)c1ccc3c(c1)OCO3)O2	4.7	22.7	8.8	-10.7	4.0	8.3	5.8
Cc1ccc(C(=O)OCc2cc(=O)n3ccsc3n2)s1	-3.0	5.1	-32.3	0.5	-0.4	3.6	-4.0
COc1ccccc1N1CCN(C(=O)c2cccc(S(=O)(=O)N3c4ccccc4CC3C)c2)CC1 (configuration not stated)	4.7	-22.5	34.7	-2.8	-2.2	-1.2	7.3
O=C1[C@@H]2CSCN2C(=O)CN1CCc1cccc(F)c1	·	1.7	·	·	·	5.3	-11.9
CC(NC(=O)c1ccc(C23CC4CC(CC(C4)C2)C3)cc1)C(=O)O (configuration not stated)	1.0	·	22.3	8.4	1.3	·	-0.7
O=S(=O)(c1cccc(-c2nnc(-c3cccnc3)o2)c1)N1CCCCC1	·	7.0	·	·	·	8.4	5.5
O=C(COC(=O)COc1ccc(Cl)cc1Br)NCCC1=CCCCC1	0.8	24.2	-0.3	-2.7	1.1	3.0	1.3
O=C(NC1CCCCCC1)c1ccc(CS(=O)(=O)Cc2ccc(F)cc2)o1	0.3	-31.9	-16.2	1.8	-0.7	?	-2.1
C/C=C/c1ccc2c(c1)O[C@@H](CN(C)C(=O)Nc1cccc(F)c1)[C@@H](C)CN([C@H](C)CO)S2(=O)=O	-1.2	-3.3	7.6	6.9	6.5	-1.7	·
COc1ccccc1C(=O)NCc1n[nH]c(=S)n1Cc1ccccc1	3.0	·	-0.4	1.3	0.1	·	2.8
COc1ccc(CN2C(=O)c3cccc4cccc(c34)C2c2nc3ccccc3[nH]2)cc1 (configuration not stated)	-1.1	·	2.2	35.9	1.5	·	8.5
O=C(COC(=O)CCC(=O)c1cccs1)NCCc1ccccc1	-3.7	0.1	-1.8	-1.2	·	0.2	3.2
O=C(NCCc1ccc2c(c1)OCO2)Oc1ccccc1	-4.7	·	-8.7	-3.1	-0.5	·	15.2
C[C@H]1CN([C@@H](C)CO)C(=O)Cc2cc(NC(=O)Nc3ccccc3)ccc2O[C@H]1CN(C)C	0.0	11.3	-9.4	-7.4	-5.5	4.2	·
COc1cc(Cl)c(C)cc1NC(=O)c1ccccc1NC(=O)CN1CCOCC1	4.0	-4.0	6.3	-13.2	-0.4	-8.5	0.2
Cc1ccc(C(=O)Nc2nc3nc(-c4ccccc4)cc(=O)n3[nH]2)cc1	-0.4	4.5	-2.8	-8.1	3.8	-1.7	·
O=C(COC(=O)c1ccc([N+](=O)[O-])o1)Nc1ccc(Br)cc1F	38.3*	6.0	-11.0	-2.6	8.1	-8.7	2.6
CC(C)CC(=O)NC(=S)Nc1ccc(N2CCN(C(=O)c3cccs3)CC2)cc1	-1.2	14.2	3.0	1.4	-5.6	-44.1	-9.7
COc1ccc(N(CC(=O)Nc2cc(Cl)ccc2OC)S(=O)(=O)c2c(C)[nH]c(=O)[nH]c2=O)cc1	-8.2	10.6	-10.0	-1.1	0.8	9.2	1.4
CCCCN1C(=O)C(CC(=O)NC2CC2)CC(C(=O)N(C(C)C)C(C)C)=C1C (configuration not stated)	0.4	-1.0	6.1	-2.7	-2.3	0.1	-0.9

A draw from above in order of SMILES length, lowest first.
SMILES	CASP6 VEID inh	C2C12 statin	LGR2 inh	S100A4 inh HTS	SIRT5 inh	esBAF inh	FN deposit inh
O=C(COC(=O)CCC(=O)c1cccs1)NCCc1ccccc1	-3.7	0.1	-1.8	-1.2	·	0.2	3.2
CC(C)CC(=O)NC(=S)Nc1ccc(N2CCN(C(=O)c3cccs3)CC2)cc1	-1.2	14.2	3.0	1.4	-5.6	-44.1	-9.7
COc1ccc(CN2C(=O)c3cccc4cccc(c34)C2c2nc3ccccc3[nH]2)cc1 (configuration not stated)	-1.1	·	2.2	35.9	1.5	·	8.5

Carrying on:
SMILES	CASP6 VEID inh	C2C12 statin	LGR2 inh	S100A4 inh HTS	SIRT5 inh	esBAF inh	FN deposit inh
C/C(CC(=O)Nc1ccc(N(C)C)cc1)=N\NC(=O)C(=O)NCc1ccccc1	-0.4	-3.4	15.6	-0.2	11.6	11.3	0.4
NC(=O)NCc1ccc(C(=O)OCc2ccncc2)cc1	-15.4	7.4	19.5	-5.0	·	-3.2	8.6
C[C@@H]1CN([C@@H](C)CO)C(=O)c2cc(C#Cc3ccccc3)cnc2O[C@@H]1CN(C)CC1CCOCC1	-1.2	26.4	0.0	6.9	-2.8	-1.6	·
CS(=O)(=O)Nc1ccc2c(c1)[C@H]1C[C@H](CC(=O)NCc3ccncc3)O[C@H](CO)[C@H]1O2	2.4	1.2	6.7	21.1	1.4	2.1	·
COc1cc(CCC(=O)OCC(=O)Nc2cc(S(=O)(=O)N3CCOCC3)ccc2Cl)cc(OC)c1OC	1.8	-5.1	-3.5	-0.7	-3.5	-6.5	0.5
CC(C)N1CC(C(=O)Nc2ccc(C#N)cc2)CC1=O (configuration not stated)	2.1	-1.7	-1.0	0.8	-0.7	1.6	-3.8
CCCNC(=O)[C@@H]1[C@@H](CO)[C@@H]2Cn3c(ccc(-c4ccncc4)c3=O)[C@H]1N2C(=O)CC1CC1	1.1	5.8	-21.7	3.3	·	-4.0	·
COc1ccc(N(C(=O)c2ccncc2)S(=O)(=O)c2ccc3c4c(cccc24)C(=O)N3C)cc1	3.0	-2.7	71.8*	11.2	-26.7	1.2	·
C[C@H](CO)N1C[C@H](C)[C@@H](CN(C)S(=O)(=O)c2ccc(Cl)cc2)Oc2ccc(NC(=O)Nc3ccc(F)cc3)cc2CC1=O	-3.8	-101.2	16.8	4.2	10.3	17.4	·
C[C@@H]1CN([C@@H](C)CO)C(=O)c2cc(NS(=O)(=O)c3ccccc3)ccc2O[C@@H](C)CCCCO[C@@H]1CN(C)C(=O)CCC(F)(F)F	1.5	·	15.0	30.9	10.4	2.8	·
C[C@H]1CN([C@@H](C)CO)C(=O)Cc2cc(N(C)C)ccc2O[C@H]1CN(C)S(=O)(=O)c1ccccc1	3.0	-0.5	-0.5	0.1	-10.7	-0.8	·
O=C(N[C@@H](Cc1cccnc1)C(=O)N1CCC[C@H]1C(=O)NCCc1ccccc1Cl)c1cccs1	-0.7	·	0.9	-2.5	3.8	·	-0.7
Cc1ccc2[nH]cc(CCNC(=O)/C=C/c3ccco3)c2c1	2.6	·	8.7	-2.2	-0.2	·	3.9
O=C(NCC[C@@H]1CC[C@@H](NC(=O)Nc2cc(F)ccc2F)[C@H](CO)O1)Nc1ccc(F)cc1	-256.5	-1.0	-15.9	6.3	-2.6	1.2	·
O=C1SC(c2ccccc2)=N/C1=C/c1ccco1	·	6.2	-17.6	·	·	-3.1	-2.9
Cc1noc(C)c1S(=O)(=O)Nc1ccc2c(c1)C(=O)N([C@@H](C)CO)C[C@H](C)[C@@H](CN(C)C(=O)Nc1ccc3c(c1)OCO3)O2	-0.3	-5.7	-17.3	-7.6	1.2	-4.1	·
Cc1ccc(C(=O)Nc2nc(-c3cc(Cl)sc3Cl)cs2)cc1	·	-9.1	·	·	·	-3.8	-7.6
Cc1ccccc1C(=O)NCc1nnc(SCC(=O)N2c3ccccc3Sc3ccccc32)n1C	·	2.6	·	·	·	2.3	-1.8
C[C@@H]1CN([C@@H](C)CO)C(=O)c2cc(NS(C)(=O)=O)ccc2O[C@@H]1CN(C)Cc1ccccc1	-2.1	-20.2	-0.3	3.9	-1.8	2.1	-5.4
CC/C(=N\NC(=O)Nc1ccccc1)c1ccccc1	·	-0.4	-13.2	·	·	3.8	3.1
COc1cc(C(c2c(NC(=O)c3ccco3)sc(C)c2C)N2CCOCC2)cc(OC)c1OC (configuration not stated)	2.6	-4.8	5.8	-4.6	4.8	7.0	0.6
Cc1c(NC(=O)c2ccc(Br)o2)c(=O)n(-c2ccccc2)n1C	·	6.2	·	·	·	-4.5	8.7
COC(=O)C[C@H]1CC[C@@H](NC(=O)Nc2c(C)noc2C)[C@@H](CO)O1	12.0	·	-4.0	-2.3	-1.2	·	3.6
COc1ccc(CCN2CC(C(=O)NCCc3ccc(C(F)(F)F)cc3)CCC2=O)cc1 (configuration not stated)	-5.2	2.9	-2.0	1.2	1.7	-4.7	5.4
CN(C)c1nc(OCCNC(=O)Nc2ccc(Cl)cc2)nc(N(C)C)n1	-3.6	·	5.8	-9.7	-1.3	·	-1.1
CO[C@H](CN(C)C(=O)C1CC1)[C@@H](C)CN(C(=O)Nc1ccc(C(F)(F)F)cc1)[C@@H](C)CO	5.1	-1.1	-6.8	-6.8	-2.1	6.4	-5.6
C[C@@H]1CN([C@H](C)CO)C(=O)c2cc(-c3ccc(C#N)cc3)cnc2O[C@H]1CN(C)Cc1ccncc1	2.8	-24.2	11.3	-25.5	-2.2	4.7	-1.5
O=C(c1ccc2c(c1)N(Cc1cccc(Cl)c1)C(=O)c1ccccc1S2(=O)=O)N1CCN(c2ccccn2)CC1	3.7	12.0	-16.6	1.6	-4.1	-2.6	-2.6
O=C(NNC(=O)c1ccccc1F)c1cccc(S(=O)(=O)N2CCc3ccccc32)c1	2.5	-29.8	30.9	-16.3	-1.7	-17.9	-8.4
Cc1ccc(SCC(=O)OCC(=O)N(C)CC(=O)Nc2ccc(F)cc2)cc1C	1.4	1.3	-1.1	-1.6	-2.6	-0.1	-2.0
Cc1noc(C)c1S(=O)(=O)Nc1ccc2c(c1)CC(=O)N([C@H](C)CO)C[C@H](C)[C@@H](CN(C)Cc1ccncc1)O2	-8.2	13.7	-10.9	-7.3	0.4	-2.5	·
CCc1noc(C)c1C(=O)OCC(=O)NC(=O)c1ccccc1OC	-2.4	1.8	-1.4	-15.5	-3.1	3.8	9.3
CCN(CC)CCCNC(=O)Cn1ccc2ccccc2c1=O	2.4	2.1	-5.1	3.1	1.6	1.9	-6.8
CO[C@@H]1CN(C)C(=O)c2cc(NS(=O)(=O)c3ccc(F)cc3)ccc2OC[C@H](C)NC[C@H]1C	-0.7	4.4	8.4	9.5	-3.7	0.4	3.7
O=C(N/N=C/c1cccnc1)c1cccc(S(=O)(=O)N2CCCC2)c1	-0.5	·	-5.4	-4.5	2.0	·	1.4
COc1ccc(NC(=O)CN(c2ccc(C)cc2)S(=O)(=O)c2c(C)nn(C)c2C)cc1	2.1	8.9	10.9	10.2	-1.6	-3.0	-0.6
CCN(c1ccccc1)S(=O)(=O)c1cc(NC(=O)CSc2n[nH]c(=O)[nH]c2=O)ccc1Cl	0.4	-0.2	0.4	-1.1	-0.1	3.5	-4.0
C[C@H]1CN([C@@H](C)CO)S(=O)(=O)c2ccc(-c3ccncc3)cc2O[C@H]1CN(C)C(=O)Nc1ccc(F)cc1	-1.8	·	0.1	-1.6	-1.3	-0.7	·
CCNC(=O)c1cc2c(c(-c3cccc(-c4cc5ccccc5o4)c3)n1)[C@H](CCO)N(C(=O)NC(C)C)C2	2.7	·	30.0	-0.4	-0.6	·	3.8
CC1CCC(N2CCN(S(C)(=O)=O)CC2)CC1 (configuration not stated)	-2.7	-0.4	2.8	-1.7	-8.1	-4.8	·
C[C@@H](NC(=O)C[C@@H]1C[C@@H]2c3cc(NC(=O)CC4CC4)ccc3O[C@@H]2[C@@H](CO)O1)c1ccccc1	·	-1.8	17.9	0.3	-8.2	-2.4	8.8
CC(C)Cc1nnc(NC(=O)CN2C(=O)C3CCCCC3C2=O)s1 (configuration not stated)	-1.7	14.7	-5.3	0.2	1.8	-1.0	-2.8
Cc1ccc(-c2csc(-c3c[nH]c4ccccc34)n2)c(C)c1	·	-19.4	-31.8	·	·	34.3	·
CCn1c(=NC(=O)c2cccc(N3C(=O)CCC3=O)c2)sc2c(C)ccc(OC)c21	1.3	·	-52.1	-25.7	-10.7	·	-5.8

Source: PubChem BioAssay (Broad Institute)
